Screening data deposited in PubChem by National Center for Advancing Translational Sciences (NCATS).
S3 lipid droplet = qHTS Assay for Lipid Storage Modulators in Drosophila S3 Cells. Drosophila S3 cells, BODIPY lipid droplet fluorescence, 18-24 h; cells fed with added oleic acid. lipid storage change, negative = inhibition, % at the top dose, mostly 46.1 µM; hits show Potency in µM. 320,000 compounds, 0.64% hits. AID 2685; active = well fitted inhibition curve with a large enough effect in the signal ratio, with a control signal flat, not every such curve was filed as active; inconclusive = small, poorly fitted or top-dose-only effect, or effect the other way, or a change in a side signal; the % refers to the signal ratio
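Drosophila S3 cells got compounds at several concentrations plus oleic acid (400 uM solution). Laser-scanning cytometry with 488 nm excitation read lipid droplets at 500-530 nm and cells at 575-640 nm. Percent activity was relative to 20 uM Triacsin C.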
S3 lipid droplet cell count max = recorded beside S3 lipid droplet, whose call it bears; cell number change, %; measured here: cell count max response;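 cells counted by Cell Tracker Red CMTPX staining in the red channel; peak over a dose series mostly up to 46.1 µM; percent activity relative to internal control wells on each plate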
Starred values were filed as active, the others as inactive; i = inactive; ? = inconclusive; nt = not tested or not shown; [ ] = another dose, or the depositor's remark. % is scaled to controls: 0 for no effect and ±100 for the full control effect; potency is read from the fitted curve at half-maximal effect. An excerpt; count on the stated rates, not on these rows.

S3 lipid droplet,S3 lipid droplet cell count max,smiles
-2%,-11,Cc1cc(C(=O)N2CCc3c([nH]c4ccccc34)C2c2cccc(Cl)c2)nn1C (stereo unspecified)
?,nt,CCOC(=O)c1c(NC(=O)c2cccs2)sc(CC)c1-c1cccs1
?,nt,O=c1n(Cc2ccc(F)cc2)nc2n1-c1ccccc1SC2
?,nt,C/C(=N\NC(=O)c1ccc(Br)cc1)c1cccc(NC(=O)c2cccnc2)c1
?,nt,COC(=O)c1c(NC(=O)c2c(-c3ccccc3Cl)noc2C)sc2c1CCC2
-1%,4,CC(=O)N(CCC(Cc1ccccc1)c1ccc2c(c1)OCO2)Cc1ccc(Cl)cc1 (stereo unspecified)
i,4,O=C(COC(=O)Cn1cnc2ccccc2c1=O)Nc1ccc2c(c1)OCO2
-5%,-2,CCC1(c2ccc(F)cc2)NC(=O)N(CC(=O)N2CCOCC2)C1=O (stereo unspecified)
-22%,4,COc1ccc(NC(=O)CCNC(=O)Cn2cnc3sc4c(c3c2=O)CCCC4)cc1OC
i,nt,C=CCn1c(CNC(=O)c2cccs2)nnc1SCc1ccc(Cl)cc1Cl
?,nt,O=C(Nc1nnc(SCc2ccccc2F)s1)C1=COCCO1
?,nt,CCN(CC)c1ccc(C=Nc2ccc(OC)c(S(=O)(=O)N3CCOCC3)c2)c(O)c1
1%,-27,O=C(CSc1ccccc1F)NCCCN1CCCC1=O
?,nt,CS(=O)(=O)c1ccc2nc(NC(=O)c3cc(-c4ccccc4)nn3-c3ccccc3)sc2c1
i,7,CCCCC1CCC(C(=O)NCC(c2ccco2)N2CCOCC2)CC1 (stereo unspecified)
28%,27,CCc1noc(C)c1C(=O)Nc1nnc(CC(C)C)s1
?,nt,COc1ccc(OC)c(-c2csc(CCn3nc(C)cc3C)n2)c1
?,nt,O=C(Cn1ncc2c1-c1ccccc1OC2)Nc1nc2ccccc2s1
?,nt,CC(C)(C)C(=O)CN1C(=O)C2(OCCO2)c2ccccc21
3%,-1,Cc1cc(N2CCCCC2)nc(N)n1
?,nt,CCOc1cc(/C=C(\C#N)C(=O)Nc2ccccn2)ccc1O
-12%,1,C1=C(c2ccccc2)Nc2nnnn2C1c1cccs1 (stereo unspecified)
i,-24,O=C(Nc1ccc(S(=O)(=O)Nc2ccccn2)cc1)c1ccc(Cl)cc1Cl
?,nt,O=C(c1ccc(Cl)cc1)N1CCn2c1nc1ccccc12
?,nt,COc1cc(-c2noc(C3CCCN(C(=O)c4ccccc4)C3)n2)cc(OC)c1OC (stereo unspecified)
?,nt,N#Cc1ccc(OCC(=O)N2CCN(c3ccc(C(F)(F)F)cn3)CC2)cc1
-5%,-10,Nc1ccc(C(=O)OC2CCOC2=O)cc1[N+](=O)[O-] (stereo unspecified)
?,nt,c1ccc(-c2nnn(C34CC5CC(CC(C5)C3)C4)n2)cc1
?,nt,COc1cccc(CN(C)CC(=O)Nc2sc3c(c2C#N)CCC3)c1OC
?,nt,COC(=O)C1C(=O)C(C(=O)/C=C/c2ccccc2)C(=O)CC1(C)C (stereo unspecified)
?,nt,O=C(c1c(F)cccc1F)N1CCCC(c2nc(-c3cccs3)no2)C1 (stereo unspecified)
-22%,-8,O=C(NCCCN1CCCC(O)C1)c1cc(COc2ccc(F)cc2F)on1 (stereo unspecified)
4%,1,CCn1cnc2cc(NC(=O)c3ccco3)ccc21
13%,-12,CC12CC3CC(C)(C1)CC(C(=O)NC(=S)N1CCOCC1)(C3)C2
-1%,11,O=C(Nc1ccc(-c2ccc3nncn3n2)cc1)C1CCCC1
?,nt,Cn1c(=O)c2c(nc(NCCc3ccccc3)n2Cc2ccc(F)cc2)n(C)c1=O
5%,0,O=c1cc(O)nc(SCc2ccc(Cl)cc2)[nH]1
?,nt,CC(NC(=O)Cn1c(=O)[nH]c2ccsc2c1=O)C12CC3CC(CC(C3)C1)C2 (stereo unspecified)
?,nt,CC(C)Cc1nnc(NC(=O)CCC(=O)N2CCN(Cc3ccc(Cl)cc3)CC2)s1
i,nt,CS(=O)(=O)N(CC(=O)NCc1ccncc1)Cc1ccc(Cl)cc1
16%,4,O=Cc1ccc(Oc2cc(-c3ccccc3)nc(-c3ccccc3)n2)cc1
?,nt,CC1=C(C(=O)Nc2ccccc2)C2(CCCCC2)C(C#N)=C(S)N1
-5%,2,CC(C)c1cccc(C(C)C)c1OCCCCN1CCCC1
-2%,-14,C=CCn1c(=S)[nH]c2scc(-c3cccs3)c2c1=O
?,nt,O=C(NCc1ccccc1)C(c1ccccn1)N(C(=O)c1csnn1)c1ccccc1F (stereo unspecified)
?,nt,COc1ccc(N(C(C)C(=O)Nc2ccc(S(=O)(=O)N3CCCCC3)cc2)S(C)(=O)=O)cc1 (stereo unspecified)
i,-6,CCNc1c(NC(=O)c2cccs2)c(=O)oc2ccccc12
0%,-3,CCOC(=O)N/N=C/c1c(C)nn(-c2ccccc2Cl)c1Cl
?,nt,CC(C)C(=O)NC(=S)N(Cc1ccccc1)Cc1ccccc1
?,nt,O=C(CCc1nc2ccccc2c(=O)[nH]1)NNC(=O)c1cccc(Cl)c1
?,nt,O=C(NCCCn1ccnc1)c1cc2nc(-c3ccc(Br)cc3)cc(C(F)(F)F)n2n1
?,nt,O=C(CN(c1ccc(F)cc1)S(=O)(=O)c1ccc2c(c1)OCCO2)Nc1ccc2c(c1)OCO2
?,nt,CCc1cc(=O)oc2c3c(cc(OCC(=O)NCc4ccccn4)c12)OC(C)(C)CC3
?,nt,O=C(COC(=O)CCC(=O)c1ccc(F)cc1)NCc1ccco1
13%,7,C=CCNC(=O)NC(=O)COC(=O)CC(NC(N)=O)c1ccc(Cl)cc1 (stereo unspecified)
i,nt,O=c1oc2ccccc2c2nccnc12
8%,4,COc1ccccc1N1CCN(Cc2nc(-c3ccc(F)cc3)oc2C)CC1
?,nt,CC(=O)NN1C(=O)c2ccc3c4c(ccc(c24)C1=O)C(=O)N(NC(C)=O)C3=O
i,nt,COc1ccc(NC(=O)C2CCCN(c3cnccn3)C2)c(OC)c1 (stereo unspecified)
4%,1,CCOc1ccccc1NC(=O)N1CCCC1C(=O)Nc1ccc(NC(C)=O)cc1 (stereo unspecified)

Remaining list, next part:
S3 lipid droplet,S3 lipid droplet cell count max,smiles
0%,-7,COc1ccc(-c2ccc(SCc3ccccn3)nn2)cc1OC
14%,-2,COc1ccc(NS(=O)(=O)c2ccc(NC(=O)c3cnn4c(C(F)F)cc(-c5ccc(C)cc5)nc34)cc2)cc1
?,nt,C=CCSc1nc(O)c(C2OC(=O)c3c2ccc(OC)c3OC)c(=O)n1-c1ccccc1 (stereo unspecified)
?,nt,CC(C)(C)OC(=O)N1CCC(CNC(=O)c2ccc(F)cc2F)CC1
?,nt,O=c1[nH]cc(S(=O)(=O)N2CCCc3ccccc32)c(=O)[nH]1
i,-12,CC(OC(=O)c1cc(=O)[nH]c2ccccc12)C(=O)NCc1ccccc1 (stereo unspecified)
i,nt,Cc1onc(-c2c(Cl)cccc2Cl)c1C(N)=O
?,nt,Cn1c(=O)c2c(-c3ccccc3)n(Cc3cccnc3)cc2n(C)c1=O
?,nt,Cn1c(Cc2cccs2)n[nH]c1=S
-19%,-4,O=C(O)c1ccc(N2C(=O)Nc3ccccc3N2O)cc1
2%,7,COC(=O)CSc1ncc(S(=O)(=O)c2ccccc2)c(=O)[nH]1
?,nt,COc1cc(CC(NC(C)=O)C(=O)NC2CCN(C(=O)Nc3ccc(C)cc3)CC2)cc(OC)c1 (stereo unspecified)
?,nt,Cc1cc(C)nc(SCCS(=O)Cc2ccc(Cl)cc2)n1 (stereo unspecified)
?,nt,Cc1ccc(C(=O)Cn2cnc3ccccc3c2=O)cc1C
6%,20,COc1ccc(NC(=O)CS(=O)(=O)Cc2ccccc2)c([N+](=O)[O-])c1

Next section; the last 2 above are carried over.
S3 lipid droplet,S3 lipid droplet cell count max,smiles
?,nt,Cc1ccc(C(=O)Cn2cnc3ccccc3c2=O)cc1C
6%,20,COc1ccc(NC(=O)CS(=O)(=O)Cc2ccccc2)c([N+](=O)[O-])c1
-5%,1,Cc1ccc(NC(=O)NNC(=O)COc2ccc3ccccc3c2)cc1
?,nt,O=C(CCN1CCOCC1)c1ccc(N2CCCCC2)cc1
?,nt,CC(C)=C1SC(N2CCCCC2)=NC1=O
?,nt,CCOc1ncccc1C(=O)Nc1ccc(S(=O)(=O)NC2=NCCCCC2)cc1
-6%,6,Cc1cc(Br)ccc1NC(=O)CN1C(=O)C2C3CC(c4ccccc4)C(C3)C2C1=O (stereo unspecified)
?,nt,COc1ccc(N(C(=O)c2cccnc2)S(=O)(=O)c2ccc3c4c(cccc24)C(=O)N3C)cc1
0%,1,Cn1c(C(=O)NCCOc2ccccc2Cl)cc(=O)n(C)c1=O
-10%,-1,CN1CCC(=NNC(=O)c2ccco2)CC1
?,nt,Cc1cccc(NC(=O)COC(=O)C2C3CC4OC(=O)C2C4C3)c1C (stereo unspecified)
14%,10,COc1ccc(CN(CC2CCCO2)S(=O)(=O)c2ccc(C(=O)O)cc2)cc1OC (stereo unspecified)
?,nt,O=C(Nc1ccccc1C(=O)N1CCOCC1)c1ccco1
4%,16,Cc1ccc2sc(=O)[nH]c2c1
-3%,-1,O=c1c2ccccc2[nH]c(=S)n1-c1cccc(S(=O)(=O)N2CCCC2)c1
i,29,O=C(NCCN1CCCCC1)Nc1ccc(F)cc1
-1%,10,CCOC(=O)C1CCN(Cc2cn(C)nc2-c2ccc(Oc3ccccc3)cc2)CC1

Full records, looked up by structure. Screens in order: S3 lipid droplet	S3 lipid droplet cell count max
Profile of Cc1cc(Br)ccc1NC(=O)CN1C(=O)C2C3CC(c4ccccc4)C(C3)C2C1=O (stereo unspecified) : -6%	6
Profile of COc1ccc(N(C(=O)c2cccnc2)S(=O)(=O)c2ccc3c4c(cccc24)C(=O)N3C)cc1 : ?	nt
Profile of Cc1ccc(NC(=O)NNC(=O)COc2ccc3ccccc3c2)cc1 : -5%	1
Profile of O=C(Nc1ccccc1C(=O)N1CCOCC1)c1ccco1 : ?	nt
Profile of COc1ccc(CN(CC2CCCO2)S(=O)(=O)c2ccc(C(=O)O)cc2)cc1OC (stereo unspecified) : 14%	10

Looked up above.
Entry of O=C(NCCN1CCCCC1)Nc1ccc(F)cc1 in S3 lipid droplet cell count max: 29
Entry of O=c1c2ccccc2[nH]c(=S)n1-c1cccc(S(=O)(=O)N2CCCC2)c1 in S3 lipid droplet cell count max: -1
Entry of Cc1cc(Br)ccc1NC(=O)CN1C(=O)C2C3CC(c4ccccc4)C(C3)C2C1=O (stereo unspecified) in S3 lipid droplet: -6%
Entry of Cc1ccc2sc(=O)[nH]c2c1 in S3 lipid droplet: 4%

(further entries)
S3 lipid droplet,S3 lipid droplet cell count max,smiles
?,nt,COc1ccccc1CNC(=O)CCCc1cn(C)c2ccccc12
i,17,CC(C)c1nnc(NC(=O)C2CCCN2C(=O)Nc2ccccc2)s1 (stereo unspecified)
?,nt,COC(=O)c1cc(N=Cc2c(O)c3ccccc3oc2=O)cc(C(=O)OC)c1
?,nt,NC(=O)c1cccnc1
?,nt,CCOc1ccc(C(C)=O)cc1CSc1nnnn1-c1ccc(O)cc1
6%,18,O=C1CSC(c2ccccc2)N1Nc1nc(N2CCOCC2)nc(N2CCOCC2)n1 (stereo unspecified)
-3%,9,NC(=O)c1ccccc1NC(=O)/C=C/c1cccc(Cl)c1
?,nt,Cc1ccc(NC(=O)C2CCCN(c3ncccn3)C2)cc1F (stereo unspecified)
?,nt,COc1ccc(-n2c(C)c(C(C)=O)c3cc(OC(C)=O)ccc32)cc1
i,nt,CC1(c2ccccc2Cl)NC(=O)N(CC(=O)NCCC2=CCCCC2)C1=O (stereo unspecified)
18%,6,CC1CCN(CCc2nc3cc(NC(=O)NC4CCCCC4)ccc3n2C)CC1
-8%,-2,NNC(=O)c1ccc(-c2ccccc2F)cc1
13%,12,O=C(NC1CCCCC1)C(c1ccncc1)N(C(=O)Cc1cccs1)c1ccccc1 (stereo unspecified)
?,nt,C/C(=N\NC(N)=O)c1c(F)cccc1F
?,nt,Cc1cc(NC(=O)COC(=O)CNS(=O)(=O)c2ccc(C)c(C)c2)no1
i,nt,COc1ccc(-n2ncc3c2CC(C)(C)CC3NC(=O)CCn2cncn2)cc1 (stereo unspecified)
i,-6,CCCCCCSC1=C(C#N)C(c2ccc(O)cc2)CC(=O)N1 (stereo unspecified)
6%,nt,N#CC(Sc1ccccn1)c1ccc(Cl)cc1 (stereo unspecified)
i,5,CC(C)(C)c1ccccc1NC(=O)CN1C(=O)NC2(CCCC2)C1=O
?,nt,O=C(c1ccc(-n2cnnn2)cc1)N1CCOCC1
?,nt,COc1ccc(CCNC(=O)C2CCN(Cc3nc(-c4cccc(Cl)c4)oc3C)CC2)cc1OC
-1%,-1,COc1ccc(N2CC(C(=O)Nc3nnc(SCc4cccnc4)s3)CC2=O)cc1 (stereo unspecified)
?,nt,CCOc1ccc(C2CC(c3cccc(OC)c3)Nc3ncnn32)cc1 (stereo unspecified)
-4%,14,COc1cc(OC)c(OC)cc1/C=N/NC(=O)c1ccc2nc[nH]c2c1
-23%,-4,Cc1ccc(NC(=O)C2=C(C(=O)O)CCCC2)cc1F
?,nt,O=C(O)C1C2C=CC3(O2)C1C(=O)N1c2ccccc2C2OCCC2C13 (stereo unspecified)
16%,2,NNC(=O)CC1NCCN(Cc2ccccc2)C1=O (stereo unspecified)
-11%[9.22 µM],-15,CN1C(=O)C(CC(=O)Nc2ccc(Cl)cc2)N(Cc2ccco2)C1=S (stereo unspecified)
-3%,5,CCOc1ccc(Cc2nc(N)nc(N)n2)cc1
